Lipid droplet = hepatic lipid droplet formation modulation. AML12 mouse hepatocytes, oleate lipid droplets, BODIPY imaging. inhibition, % at 6.5 µM. actives 0.4% (n = 240,000). AID 1656;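 active = lipid droplet intensity inhibited by at least 50%, with more than 500 cells counted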
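Assay system: AML12 hepatocytes (mouse) / Also added: 100 µM oleic acid challenge / Times: overnight treatment with compound plus oleate / Detection: high-content imaging of BODIPY-stained droplets and DAPI nuclei / Evaluation: % inhibition of lipid droplet signal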
Siah-1 displacement = blockers of Siah-1 interaction with plectin peptide – biochemical, fluorescence polarization, rhodamine-plectin, uHTS, primary screen (AID 1817); Siah-1 / rhodamine-plectin peptide fluorescence polarization; higher % means a stronger effect; displacement, % at 20 µM; hits with a dose series show IC50 in µM; actives 0.02% (n = 290,000);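 active = displacement of at least 50% at 20 µM, with a fluorescence ratio check between 0.3 and a set limit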;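 also: plate controls were Siah plus tracer with DMSO for no effect and tracer alone without Siah for full effect; strong numbers were not always called active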
P. falciparum M17LAP = P. falciparum M17LAP inhibitors, primary screen, biochemical, fluorogenic H-Leu-NHMec substrate, 1536-well (AID 1619). recombinant M17LAP, H-Leu-NHMec fluorogenic kinetic assay; higher % means a stronger effect. inhibition, % at 30 µM; hits with a dose series show IC50 in µM. actives 0.38% (n = 220,000);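 active = compound inhibiting the enzyme by more than half at any dose during confirmatory dose-response retesting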;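 also: plate controls were full reaction with DMSO carrier for no effect and no enzyme background for full effect; strong numbers were not always called active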
LYP inhibition = inhibitors of LYP phosphatase, biochemical, fluorescence intensity, uHTS (AID 1779). recombinant LYP phosphatase, fluorescence intensity; higher % means a stronger effect. inhibition, % at 11.5 µM, or IC50 in µM where a hit was titrated. actives 0.054% (n = 290,000);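 also: plate controls were vehicle with enzyme for no effect and no enzyme for full effect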
XIAP antagonists = small molecules displacing peptide from XIAP – biochemical, IAP family, fluorescence polarization (AID 1018). one-dose displacement, % at 20 µM; IC50 in µM for titrated hits. XIAP BIR domain, fluorescence polarization peptide displacement; higher % means a stronger effect. actives 0.007% (n = 200,000); in the data active = displacement above about 50%; also: a part of the inactive calls stands beside numbers as strong as those of hits
CSM14.1 death rescue = rescue of cells from ER stress-induced death, primary screen, 384-well, CSM14.1, thapsigargin, ATP luminescence (AID 1222). CSM14.1 thapsigargin-induced death rescue, ATP luminescence; higher % means a stronger effect. one-dose cellular ATP content (survival), % at 20 µM; EC50 in µM for titrated hits. 190,000 tested, under 10 active;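 active = EC50 below 50 µM in the dose-response confirmation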;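 also: death triggered by thapsigargin at about 15 µM added after 2 h compound pretreatment; cell ATP read after overnight thapsigargin exposure of roughly 18 to 22 hours; normalized against plate controls of thapsigargin alone and 5% DMSO vehicle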
AID2073 = inhibitors of Mint1-CaV2.2 protein interaction, biochemical, HTRF (AID 2073). HTRF protein-protein interaction, Mint1-CaV2.2; higher % means a stronger effect. inhibition, % at 20 µM, or IC50 in µM where a hit was titrated. actives 0.19% (n = 290,000); in the data active = inhibition mostly above about 51%, no sharp cut-off; also: some results filed as inactive read as strong as hits
HEK293 NOD2/NF-kB = NOD2 signaling inhibitors, cell-based, luminescence, uHTS, HEK293 (AID 1566); HEK293 NOD2/NF-kB luciferase reporter, luminescence; higher % means a stronger effect; inhibition, % at 4 µM; hits with a dose series show EC50 in µM; actives 0.63% (n = 290,000); also: many of its hits are not listed in these tables
M1AAP inhibition = P. falciparum M1AAP inhibitors, biochemical, fluorogenic H-Leu-NHMec substrate, 1536-well (AID 1445). recombinant M1AAP, H-Leu-NHMec fluorogenic kinetic assay; higher % means a stronger effect. one-dose inhibition, % at 30 µM; IC50 in µM for titrated hits. actives 0.42% (n = 220,000);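 active = primary inhibition above the hit cutoff, then over 50% inhibition at one or more dose response concentrations, cut at about 23% in these data, passing the limit was not always enough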;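 also: plate controls were DMSO full reaction for no effect and no enzyme background for full effect; strong numbers were not always called active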
Lipid droplet cells 6.5 µM = further read-out of Lipid droplet, marked with its call; cell count; measured here: cell count, cytotoxicity flag;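 cells counted across two imaged fields per well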
An asterisk follows results filed as active. Rule as the data show it, unless noted: active = inhibition above about 50%; inactive = the rest. Only part of the results is shown; count on the stated rates, not on these rows.

For NC(=S)Nn1c(CCC(=O)O)ccc1-c1ccccc1 the results were Lipid droplet 0, Siah-1 displacement 4%, P. falciparum M17LAP 17%, LYP inhibition -6%, XIAP antagonists -3.9%, CSM14.1 death rescue 3.0%, AID2073 -10%, HEK293 NOD2/NF-kB 7%, M1AAP inhibition -2% and Lipid droplet cells 6.5 µM 595.
Cc1ccccc1-c1nc(CN2CCC(C(=O)NCCC3=CCCCC3)CC2)c(C)o1 was read as Siah-1 displacement -1%, P. falciparum M17LAP -9%, LYP inhibition -4%, XIAP antagonists -1.6%, CSM14.1 death rescue -0.7%, AID2073 43%, HEK293 NOD2/NF-kB 7% and M1AAP inhibition 7%.
Cc1cc2c3c(c1)C1(C(=O)N3C(C)(C)CC2C)C(C#N)=C(N)Oc2cc(O)ccc21 (stereo not drawn) was read as Lipid droplet 0, Siah-1 displacement 24%, P. falciparum M17LAP 0%, LYP inhibition 2%, XIAP antagonists -4.8%, CSM14.1 death rescue -1.0%, AID2073 -3%, HEK293 NOD2/NF-kB 4%, M1AAP inhibition 12% and Lipid droplet cells 6.5 µM 736.
O=C(Cc1ccc([N+](=O)[O-])cc1)N1CCCc2ccccc21 was read as Lipid droplet -2, Siah-1 displacement 17%, P. falciparum M17LAP -3%, LYP inhibition -2%, XIAP antagonists -0.2%, CSM14.1 death rescue -0.4%, AID2073 1%, HEK293 NOD2/NF-kB 2%, M1AAP inhibition 1% and Lipid droplet cells 6.5 µM 714.
For O=C1N(Cc2cccc(Cl)c2)C[C@@H]2C[C@@H](c3cccn3-c3cccnc3)N3CCC[C@@]123 the results were Lipid droplet -36, Siah-1 displacement 1%, P. falciparum M17LAP 33%, LYP inhibition -9%, XIAP antagonists -1.6%, CSM14.1 death rescue 3.4%, AID2073 -3%, M1AAP inhibition 15% and Lipid droplet cells 6.5 µM 741.
`CN(C1CCCCC1)S(=O)(=O)c1ccc2[nH]c(=O)oc2c1` gave Lipid droplet 0, Siah-1 displacement -2%, P. falciparum M17LAP 1%, LYP inhibition -14%, AID2073 -14%, HEK293 NOD2/NF-kB 2%, M1AAP inhibition 5% and Lipid droplet cells 6.5 µM 741.
Screening CCc1nnc(NC(=O)c2ccc(COc3ccccc3C)o2)s1 returned Lipid droplet -4, Siah-1 displacement 4%, LYP inhibition -2%, AID2073 0%, HEK293 NOD2/NF-kB 7% and Lipid droplet cells 6.5 µM 817.
`CCOC(=O)c1ccc2c(c1)N(CC(=O)N1CCCC1)C(=O)C(C)(C)O2` gave Siah-1 displacement 0%, P. falciparum M17LAP -5%, LYP inhibition -10%, XIAP antagonists -4.6%, CSM14.1 death rescue 0.8%, AID2073 2%, HEK293 NOD2/NF-kB 13% and M1AAP inhibition -1%.
For COc1ccc(CN2CCN(C(=O)C3CCC(CNS(=O)(=O)c4ccccc4)CC3)CC2)c(OC)c1OC (stereo not drawn) the results were Lipid droplet 1, Siah-1 displacement -1%, P. falciparum M17LAP 12%, LYP inhibition -3%, XIAP antagonists -5.5%, CSM14.1 death rescue 1.0%, AID2073 -2%, HEK293 NOD2/NF-kB -5%, M1AAP inhibition 2% and Lipid droplet cells 6.5 µM 690.
For Clc1ccc(N/N=C/c2cccnc2)cc1 the results were Lipid droplet -1, Siah-1 displacement 2%, P. falciparum M17LAP 0%, LYP inhibition 2%, XIAP antagonists 0.3%, CSM14.1 death rescue -1.7%, AID2073 -4%, HEK293 NOD2/NF-kB -123%, M1AAP inhibition 3% and Lipid droplet cells 6.5 µM 629.
`CCOC(=O)C(=CNc1ccc(OC)cc1[N+](=O)[O-])C(=O)OCC` gave Lipid droplet 4, Siah-1 displacement -1%, P. falciparum M17LAP -3%, LYP inhibition 4%, AID2073 6%, HEK293 NOD2/NF-kB 6%, M1AAP inhibition 3% and Lipid droplet cells 6.5 µM 657.
CC1CCc2c(sc3ncnc(NS(=O)(=O)c4cccs4)c23)C1 (stereo not drawn) was read as Lipid droplet 13, Siah-1 displacement 6%, P. falciparum M17LAP 48%, LYP inhibition 2%, XIAP antagonists -7.7%, CSM14.1 death rescue 0.2%, AID2073 9%, HEK293 NOD2/NF-kB 23%, M1AAP inhibition 1% and Lipid droplet cells 6.5 µM 698.
Screening O=S1(=O)CCOCCN1Cc1ccccc1 returned Lipid droplet 0, Siah-1 displacement 2%, LYP inhibition -8%, AID2073 -1%, HEK293 NOD2/NF-kB 2% and Lipid droplet cells 6.5 µM 751.
S=C(NCCc1ccccc1)NCc1ccccc1Cl was read as Lipid droplet -21, Siah-1 displacement 4%, P. falciparum M17LAP -5%, LYP inhibition -2%, XIAP antagonists 5.0%, CSM14.1 death rescue -1.6%, AID2073 -4%, HEK293 NOD2/NF-kB 11%, M1AAP inhibition -4% and Lipid droplet cells 6.5 µM 641.
COc1ccc(OCC(=O)NCCS(=O)(=O)N2CCN(c3ccc(F)cc3)CC2)cc1 was read as Lipid droplet 3, Siah-1 displacement 10%, LYP inhibition -11%, AID2073 9%, HEK293 NOD2/NF-kB 26% and Lipid droplet cells 6.5 µM 758.
Screening Cc1noc(C)c1COc1cccc(C(=O)NCc2ccccc2Cl)c1 returned Lipid droplet -2, Siah-1 displacement 1%, P. falciparum M17LAP -2%, LYP inhibition -3%, XIAP antagonists 2.6%, CSM14.1 death rescue 0.2%, AID2073 1%, HEK293 NOD2/NF-kB 11%, M1AAP inhibition -1% and Lipid droplet cells 6.5 µM 765.
Clc1cccc(Cc2nn[nH]n2)c1 was read as Lipid droplet -14, Siah-1 displacement 5%, P. falciparum M17LAP 14%, LYP inhibition -4%, XIAP antagonists -5.3%, CSM14.1 death rescue -0.8%, AID2073 7%, HEK293 NOD2/NF-kB 14%, M1AAP inhibition 5% and Lipid droplet cells 6.5 µM 678.
COc1cc(/C=C/C(=O)NC(C)(C)C)ccc1OCc1ccccc1 was read as Lipid droplet 4, Siah-1 displacement 4%, P. falciparum M17LAP -10%, LYP inhibition 2%, XIAP antagonists -8.9%, CSM14.1 death rescue -1.0%, AID2073 2%, HEK293 NOD2/NF-kB 6%, M1AAP inhibition 7% and Lipid droplet cells 6.5 µM 660.
Screening Cc1ccccc1CCNC(=O)C1CCC(=O)N(C2CCCCCC2)C1 (stereo not drawn) returned Lipid droplet -2, Siah-1 displacement 7%, LYP inhibition -9%, AID2073 -3%, HEK293 NOD2/NF-kB 0% and Lipid droplet cells 6.5 µM 832.
Cc1nnc(-c2ccccc2)o1 was read as Lipid droplet -2, Siah-1 displacement -1%, P. falciparum M17LAP -2%, LYP inhibition -9%, AID2073 1%, HEK293 NOD2/NF-kB -14%, M1AAP inhibition 7% and Lipid droplet cells 6.5 µM 767.
`Cc1nnc(SCC(=O)Nc2ccc3c(c2)OCO3)s1` gave Lipid droplet -3, Siah-1 displacement -6%, LYP inhibition -10%, AID2073 -1%, HEK293 NOD2/NF-kB -21% and Lipid droplet cells 6.5 µM 727.
Screening COCCNC(=S)NNC(=O)c1cc(C2CC2)nc2ccccc12 returned Lipid droplet -4, Siah-1 displacement 3%, LYP inhibition -5%, AID2073 -23%, HEK293 NOD2/NF-kB 3% and Lipid droplet cells 6.5 µM 819.
COc1cccc(/C=C2\Oc3cc(OCC(=O)N4CCCCC4)ccc3C2=O)c1OC was read as Lipid droplet -1, Siah-1 displacement -3%, LYP inhibition -9%, AID2073 26%, HEK293 NOD2/NF-kB 20% and Lipid droplet cells 6.5 µM 768.
Screening COc1ccc(C(=O)NC(=C(Cl)Cl)S(=O)(=O)c2ccc(C)cc2)cc1 returned Lipid droplet -1, Siah-1 displacement 2%, LYP inhibition -5%, AID2073 5% and Lipid droplet cells 6.5 µM 613.
For CCOC(=O)N1CCC(NC(=O)Cn2c3c(c(-c4ccccc4Cl)cc2=O)CCC3)CC1 the results were Lipid droplet -2, Siah-1 displacement 0%, P. falciparum M17LAP 10%, LYP inhibition 3%, XIAP antagonists -3.2%, CSM14.1 death rescue -1.5%, AID2073 8%, HEK293 NOD2/NF-kB 3%, M1AAP inhibition 9% and Lipid droplet cells 6.5 µM 630.
CC(=O)Nc1ccc(/C=N/NC(=O)CNC(=O)c2ccccc2)cc1 was read as Lipid droplet -18, Siah-1 displacement 0%, P. falciparum M17LAP 11%, LYP inhibition -4%, XIAP antagonists -2.1%, CSM14.1 death rescue -1.6%, AID2073 -1%, HEK293 NOD2/NF-kB 5%, M1AAP inhibition 6% and Lipid droplet cells 6.5 µM 499.
For COC(=O)C1=C(C)N(c2ccc(C)cc2)/C(=C/c2ccc(O)cc2)C1=O the results were Lipid droplet 5, Siah-1 displacement 3%, P. falciparum M17LAP 4%, LYP inhibition -4%, XIAP antagonists -5.6%, CSM14.1 death rescue 4.3%, AID2073 7%, HEK293 NOD2/NF-kB 29%, M1AAP inhibition 12% and Lipid droplet cells 6.5 µM 712.
`Fc1ccc(-n2c(Cc3cccs3)n[nH]c2=S)cc1Cl` gave Lipid droplet 3, Siah-1 displacement 4%, P. falciparum M17LAP -4%, LYP inhibition -8%, XIAP antagonists -3.8%, CSM14.1 death rescue -0.2%, AID2073 4%, HEK293 NOD2/NF-kB 5%, M1AAP inhibition -1% and Lipid droplet cells 6.5 µM 702.
Screening CCCc1c(C(=O)N/N=C/c2ccc(OCc3ccccc3)c(OC)c2)nnn1-c1nonc1N returned Lipid droplet -29, Siah-1 displacement -3%, LYP inhibition -9%, AID2073 5%, HEK293 NOD2/NF-kB 32% and Lipid droplet cells 6.5 µM 716.
For CCOc1cc(N(CC)CC)ccc1/C=C(/C#N)c1nc2ccccc2[nH]1 the results were Siah-1 displacement 5%, P. falciparum M17LAP 8%, LYP inhibition 5%, XIAP antagonists 4.8%, CSM14.1 death rescue -4.2%, AID2073 11%, HEK293 NOD2/NF-kB -70% and M1AAP inhibition 6%.
`CC(C)NC(=O)C1CCN(C2CCN(C(=O)c3scc4c3CCCC4)CC2)CC1` gave Lipid droplet -10, Siah-1 displacement 0%, P. falciparum M17LAP 2%, LYP inhibition -9%, XIAP antagonists -13%, CSM14.1 death rescue -0.5%, AID2073 22%, HEK293 NOD2/NF-kB 2%, M1AAP inhibition 7% and Lipid droplet cells 6.5 µM 704.
Screening CC(=O)OCCNC(=O)c1cccnc1 returned Lipid droplet -1, Siah-1 displacement 2%, P. falciparum M17LAP -3%, LYP inhibition -3%, XIAP antagonists -3.2%, CSM14.1 death rescue -0.1%, AID2073 -5%, HEK293 NOD2/NF-kB 3%, M1AAP inhibition 0% and Lipid droplet cells 6.5 µM 772.
Screening Cc1nnc(OCc2nc3ccccc3n2C)c2ccccc12 returned Lipid droplet -4, Siah-1 displacement 2%, P. falciparum M17LAP -4%, LYP inhibition 2%, XIAP antagonists 2.7%, CSM14.1 death rescue 3.6%, AID2073 -1%, HEK293 NOD2/NF-kB -12%, M1AAP inhibition -3% and Lipid droplet cells 6.5 µM 774.
